Source: PubChem (several laboratories)
PPARg SRC1 recr = agonists of human PPARgamma SRC-1 coactivator recruitment. activation, % at 8 µM. AID 631. PPARgamma-SRC-1 coactivator recruitment biochemical assay. hit rate 0.41% among 200,000; in the data active = activation above about 19%;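 also: 0% = DMSO and 100% = reference agonist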
bIAP inhibitor = intestinal alkaline phosphatase (bovine) inhibition; purified bovine IAP, CDP-star luminescence, 30 min; inhibition, % at 20 µM; 190,000 tested, under 10 active;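 active = over 50% inhibition of intestinal alkaline phosphatase at 20 µM in the single-dose screen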
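System: purified bovine intestinal alkaline phosphatase (IAP) enzyme; Input: IAP diluted 1/65,000,000 in the well; Measured by: CDP-star luminescence signal; Compound dosing: 20 µM single dose; Incubation: 30 min reaction at room temperature.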
Redox H2O2 prof = compounds producing H2O2 with reducing agent – biochemical, NIH compound library profiling, artefact control for MLSCN library redox annotation, primary screen; DTT-dependent redox cycling H2O2, phenol red/HRP absorbance; 100% = 100 µM peroxide control, 0% = buffer; hit rate 0.03% among 200,000; activation, % at 10 µM;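 active = activation of at least 50% relative to the plate's high and low controls in the primary single-dose screen; inactive = activation below 50%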;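 also: compound incubated with DTT at 0.8 mM final as the reducing agent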
RAM inhibit = inhibitors of the yeast RAM network. hit rate 1.8% among 190,000. S. cerevisiae dse1pr::URA3 reporter, 5-FOA growth OD615, 2 d; analog-sensitive cbk1-as2 kinase mutant strain. inhibition, % at 50 µM;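 active = inhibition above a set limit, 3 SD over mean compound inhibition, cut at about 8.4% in these data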;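 also: 0% = DMSO-only wells with no growth and 100% = 10 µM 1-NA-PP1 full growth; inhibition rescues growth on 5-FOA so higher OD means more RAM inhibition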
HMGR II inh = E. faecalis class II HMG-CoA reductase inhibition; purified E. faecalis HMGR, NADPH absorbance 340 nm kinetic; inhibition, % at 10 µM; hit rate 0.41% among 190,000;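 active = inhibition above a set limit, the median over all tested compounds plus 3 SD, cut at about 9.5% in these data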;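 also: enzyme runs in reverse so mevalonate oxidation gives rising NADPH absorbance; 0% = complete reaction with DMSO and 100% = background rate lacking mevalonate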
SRC2 TRFRET art = counter-screen for PPARgamma SRC-2 recruitment agonists: TR-FRET artefact | stronger effect = higher value | TR-FRET ratio at 8 µM | hit rate 0.4% among 200,000; in the data active = TR-FRET ratio above about 2000; also: inactives centre near 1500; reference of the scale not given here
PPARg SRC2 recr = agonists of SRC-2 recruitment by human PPARgamma; P37231; PPARgamma LBD-SRC-2 recruitment, biochemical; activation, % at 8 µM; hit rate 0.34% among 200,000; AID 1032; in the data active = activation above about 22%;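 also: 0% = vehicle and 100% = reference agonist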
ROMK mod = modulators of human ROMK potassium channel; B-score at 10 µM; Tet-inducible ROMK, thallium flux fluorescence; actives lie on both sides; P48048; hit rate 2% among 130,000; AID 1918;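 active = signal ratio slope over the read window, or its plate-corrected B-score, at least 3 SD from the plate mean, either direction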;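 also: B-score of the F/F0 ratio slope over 7 to 12 s after thallium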
Target sequence (P48048 whole entry, looked up): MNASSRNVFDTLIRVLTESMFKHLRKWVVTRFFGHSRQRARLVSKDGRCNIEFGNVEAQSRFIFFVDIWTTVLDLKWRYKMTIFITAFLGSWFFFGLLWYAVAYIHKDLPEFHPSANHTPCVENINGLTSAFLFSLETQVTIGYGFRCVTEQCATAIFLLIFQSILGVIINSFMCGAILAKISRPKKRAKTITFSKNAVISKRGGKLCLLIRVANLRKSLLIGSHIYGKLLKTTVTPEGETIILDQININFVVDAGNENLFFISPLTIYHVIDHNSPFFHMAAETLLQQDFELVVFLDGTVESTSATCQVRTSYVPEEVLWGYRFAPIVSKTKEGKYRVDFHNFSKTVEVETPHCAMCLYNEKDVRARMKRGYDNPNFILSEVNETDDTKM
L major viab = inhibitors of Leishmania major promastigote growth; Leishmania major promastigotes, resazurin fluorescence viability; inhibition, % at 10 µM; hit rate 9% among 200,000; AID 1063; in the data active = inhibition above about 50%;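 also: promastigotes grown with compound for 44 hours at 28 °C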
S1P3 antag = antagonists of human S1P3 receptor; Q99500; CHO S1P3 NFAT-BLA reporter, FRET fluorescence, antagonist mode; inhibition, % at 4.98 µM; hit rate 0.27% among 170,000;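 active = inhibition above the plate cutoff, the mean inhibition of test wells on that plate plus 3 SD, cut at about 28% in these data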;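 also: cells challenged with S1P at its EC80 of 0.8 µM; blue over green emission ratio from cleaved BLA substrate after 4 h stimulation; 0% = S1P-stimulated wells and 100% = unstimulated DMSO-only wells; some compounds past the cut are filed as inactive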
Target sequence (Q99500 whole entry, looked up): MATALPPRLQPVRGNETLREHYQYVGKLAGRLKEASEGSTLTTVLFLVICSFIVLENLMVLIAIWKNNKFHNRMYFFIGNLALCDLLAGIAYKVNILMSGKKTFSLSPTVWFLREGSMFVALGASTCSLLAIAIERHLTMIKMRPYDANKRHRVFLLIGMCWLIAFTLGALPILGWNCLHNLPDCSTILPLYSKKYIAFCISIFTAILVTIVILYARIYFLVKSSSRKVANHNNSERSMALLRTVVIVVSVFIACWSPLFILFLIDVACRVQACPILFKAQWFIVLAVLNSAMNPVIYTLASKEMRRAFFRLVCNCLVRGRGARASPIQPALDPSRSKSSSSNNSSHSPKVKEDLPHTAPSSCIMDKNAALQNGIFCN
PPARg SRC-3 ag = promotes SRC-3 coactivator recruitment by human PPARgamma; activation, % at 8 µM; P37231; biochemical PPARgamma/SRC-3 coactivator recruitment assay; AID 731; hit rate 0.26% among 200,000; in the data active = activation above about 23%;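 also: 0% = DMSO and 100% = reference agonist; some compounds past the cut are filed as inactive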
An asterisk follows results filed as active; · = no result given. Compounds were not picked by outcome (roughly 13% active in at least one column).

| compound | PPARg SRC1 recr | bIAP inhibitor | Redox H2O2 prof | RAM inhibit | HMGR II inh | SRC2 TRFRET art | PPARg SRC2 recr | ROMK mod | L major viab | S1P3 antag | PPARg SRC-3 ag |
| --- | --- | --- | --- | --- | --- | --- | --- | --- | --- | --- | --- |
| COc1ccc(-c2nc(CS(=O)CC(=O)NCc3ccco3)c(C)o2)cc1OC (stereo not drawn) | 7 | 4 | -1.6 | 0.3 | 3 | 1541 | -3 | · | 0 | -28 | 5 |
| Nc1cc(C(=O)O)ccc1Sc1ccccc1C(=O)O | 0 | 8 | -2.2 | 1.8 | 1 | 1475 | 7 | 0.43 | -7 | -4 | 2 |
| CC(=O)c1sc2ccccc2c1OC(=O)c1ccco1 | 13 | 14 | -0.6 | 4.2 | 1 | 1684 | 10 | 0.11 | -7 | -25 | 18 |
| Cc1cc(NC(=O)CCCS(=O)(=O)c2nc(-c3cccs3)cc(C(F)(F)F)n2)no1 | 5 | 6 | 0.4 | 3.8 | -3 | 1532 | 10 | -1.1 | 44 | -10 | -3 |
| Cc1ccc2ccccc2c1NC(=O)Cn1nnc(-c2cccnc2)n1 | -1 | 0 | -1.2 | 1.7 | -2 | 1656 | -7 | 0.042 | 9 | 8 | -2 |
| S=C(NCc1ccc(Cl)cc1)N1CCN(c2ccccn2)CC1 | 2 | -6 | -0.6 | 0.4 | -2 | 1969 | 6 | -0.89 | -7 | -17 | 1 |
| O=C(COC(=O)c1cccnc1Cl)Nc1ccccc1OC(F)F | 2 | -23 | -1.0 | 5.5 | -2 | 1548 | -1 | -0.78 | -1 | -17 | 4 |
| COC(=O)CCc1sc(NC2CCCCC2)nc1-c1ccc(OC)cc1 | 0 | 23 | -0.1 | 0.7 | -2 | 1329 | 0 | -0.11 | 27 | 6 | 2 |
| CCNc1nc(SCCOc2ccc(Br)cc2)nc(N(C)C)n1 | -1 | 8 | -1.8 | 1.3 | -2 | 1369 | -5 | 0.029 | 58* | 10 | 6 |
| CC(C)C(=O)NC(NCC1CCCO1)C(Cl)(Cl)Cl (stereo not drawn) | 8 | 4 | -8.3 | 0.1 | -1 | 1553 | 5 | · | -7 | · | 5 |
| CN(C1CCCCC1)S(=O)(=O)c1ccc(Cl)c(C(=O)O)c1 | 0 | -5 | 0.5 | -0.3 | -1 | 1388 | 12 | · | -8 | -29 | -1 |
| CC(C)(C)n1ncc2c(=O)n(CC(=O)NC3CCCCC3)cnc21 | -4 | 4 | 1.1 | 0.9 | 6 | 1672 | 9 | · | -5 | 6 | -4 |
| COC(=O)c1cc(-c2cccs2)nn1-c1ccccc1 | 9 | 6 | -1.8 | 0.9 | -6 | 1678 | 13 | -1.9 | 6 | -5 | 6 |
| COc1ccc(/C=C/C(=O)Nc2cccc(F)c2)cc1S(=O)(=O)N1CCOCC1 | -1 | 9 | -0.6 | 4.8 | -2 | 1632 | 4 | -0.86 | 50* | -5 | 4 |
| COc1ccc(C2(CNC(=O)c3ccco3)CCOCC2)cc1 | 1 | -1 | -3.4 | 1.1 | 1 | 1522 | 9 | · | -7 | · | 7 |
| N=C1C(c2ccccc2)=C(O)CN1c1cccc(O)c1 | 14 | -27 | -1.4 | 2.7 | 2 | 1526 | 6 | 0.93 | -1 | -28 | 6 |
| Cc1cc(C(=O)CSc2nnc(-c3ccccc3F)o2)c(C)n1Cc1cccs1 | 0 | 15 | -1.4 | 5.8 | 3 | 1713 | 12 | 0.065 | -6 | · | 9 |
| Cc1cc(C)c2oc(C(=O)Nc3nnc(C(C)C)s3)cc(=O)c2c1 | 7 | 4 | -0.3 | 2.1 | 0 | 1609 | -8 | · | -9 | 9 | 0 |
| O=C(CSCc1c(Cl)cccc1Cl)Nc1nccs1 | 3 | 5 | 3.2 | 2.5 | 0 | 1604 | 9 | · | 10 | · | 10 |
| CCCC(=O)Nc1ccc(-c2cnc(-c3ccc(NC(=O)CCC)cc3)nc2)cc1 | -6 | 17 | 2.5 | 4.3 | -5 | 1459 | -5 | · | -4 | -1 | -1 |
| O=C(/C=C/c1ccccc1Cl)c1cccnc1 | 2 | 10 | 0.3 | -0.3 | 0 | 1539 | 3 | -7.4* | 98* | · | 3 |
| CCN1CCN(C(=O)c2cc3cc4cc(OC)ccc4nc3s2)CC1 | 3 | -8 | -2.5 | -0.3 | -10 | 1514 | 3 | · | -1 | -13 | -3 |
| Cc1cc(=O)n2nc(N3CCCC3C(=O)NCCCN3CCCCC3)sc2n1 (stereo not drawn) | -5 | 1 | -0.6 | 0.1 | -7 | 1512 | -5 | · | -7 | 13 | -3 |
| COc1ccc(N2CC(C(=O)NCCC3=CCCCC3)CC2=O)cc1 (stereo not drawn) | -4 | -6 | 0.2 | 0.0 | -4 | 1641 | -3 | · | -2 | 15 | -8 |
| CC(C)Cc1nnc(NC(=O)CSc2nc(=O)cc(N)n2-c2ccccc2)s1 | 1 | 5 | 0.8 | 0.0 | -3 | 1730 | -1 | 0.59 | -6 | -4 | 5 |
| Cc1noc(/C=C/N(C)C)c1S(=O)(=O)NC1CCCCC1 | 0 | -5 | -0.4 | 2.0 | -3 | 1551 | 5 | · | -7 | -5 | 1 |
| O=C(CSc1nnnn1C1CCCCC1)Nc1ccccc1F | -6 | -20 | -0.7 | 2.5 | -2 | 1485 | -1 | -1.6 | 0 | -12 | 2 |
| C/C=C/c1ccc(OCCCCN2CCC(C)CC2)c(OC)c1 | -2 | 4 | -1.6 | -0.2 | 0 | 1396 | -4 | -0.02 | 96* | -12 | -2 |
| N#Cc1ccc(-c2csc(NC(=O)c3ccc(S(=O)(=O)N4CCc5ccccc5C4)cc3)n2)cc1 | 1 | 6 | 0.0 | 4.0 | -4 | 1485 | -6 | 0.6 | 1 | 5 | 2 |
| O=C(NC(=S)Nc1ccccc1O)c1ccc(-c2ccc(Cl)cc2)o1 | 8 | 48 | -2.2 | 7.1 | 2 | 1561 | 3 | · | -11 | · | 13 |
| CCN1CCN(CC(=O)Nc2ccccc2)C(=O)C1=O | -3 | 4 | -1.3 | 1.5 | -3 | 1343 | -2 | · | 2 | -31 | 2 |
| CCC(=O)Nc1cccc(-c2cc3ccccc3oc2=O)c1 | -6 | -9 | 0.1 | -0.4 | -1 | 1651 | -7 | -0.31 | -2 | -4 | 0 |
| CCn1ccc(C(=O)Nc2ccccc2SC)n1 | -8 | 3 | -0.5 | 0.5 | 0 | 1317 | -4 | -0.8 | -2 | 12 | 0 |
| Oc1ccccc1/C=N/c1c(-c2ccco2)nc2ccccn12 | 5 | 3 | 2.0 | 2.7 | 0 | 1550 | 13 | · | 0 | -21 | 15 |
| Fc1cccc(C[n+]2csc3ccccc32)c1 | 13 | 21 | 0.7 | 3.6 | 2 | 1685 | 7 | · | 6 | · | 4 |
| O=C(c1cnn2c(C(F)(F)F)cc(-c3ccc4c(c3)OCO4)nc12)N1CCCC1 | -5 | 5 | 0.1 | 2.4 | -2 | 1257 | 5 | 0.74 | 77* | -26 | 2 |
| COc1ccc(C(=O)Nc2ccc(N3CCN(C(C)=O)CC3)cc2)cc1[N+](=O)[O-] | -2 | 0 | -2.0 | 0.8 | 1 | 1311 | -6 | -0.19 | 4 | 1 | -1 |
| O=C1NC2CCc3nc4ccccc4c(=O)n3C2=Nc2ccccc21 (stereo not drawn) | -5 | 0 | 0.2 | 0.5 | -4 | 1571 | -5 | · | -10 | -13 | -6 |
| COC(=O)C1=C(CSCc2ccco2)NC(=O)NC1c1cc(C)ccc1C (stereo not drawn) | 0 | 0 | -0.3 | 1.3 | 1 | 1612 | 1 | · | 12 | -19 | 3 |
| Cc1cc(SCC(=O)N/N=C/c2ccco2)nc2ccccc12 | -4 | 9 | 6.2 | 0.3 | -4 | 1553 | -9 | 0.36 | 3 | -9 | -5 |
| Cc1ccc(C2CC(c3ccco3)n3ncnc3N2)cc1 (stereo not drawn) | 6 | -3 | -0.8 | 0.7 | 2 | 1501 | -3 | · | -1 | · | 6 |
| CCC(=O)Nc1nc2ccccc2n1Cc1ccccc1C | 0 | -12 | -0.1 | -0.2 | -7 | 1441 | -8 | 0.0095 | 98* | · | 7 |
| CCN(CCO)c1ccc(-n2c(N)c(C(=O)OC)c3nc4ccccc4nc32)cc1 | 3 | 15 | -0.5 | 0.7 | -2 | 1666 | 8 | -0.1 | 9 | -5 | 4 |
| CS/C(=N\S(=O)(=O)c1cccs1)Nc1ccc(Br)cc1F | 4 | -1 | 0.1 | 1.3 | -2 | 1497 | 5 | 0.56 | -4 | 2 | 0 |

Gathered by group, those above containing a furan ring, fused or not (8)
| compound | PPARg SRC1 recr | bIAP inhibitor | Redox H2O2 prof | RAM inhibit | HMGR II inh | SRC2 TRFRET art | PPARg SRC2 recr | ROMK mod | L major viab | S1P3 antag | PPARg SRC-3 ag |
| --- | --- | --- | --- | --- | --- | --- | --- | --- | --- | --- | --- |
| COc1ccc(-c2nc(CS(=O)CC(=O)NCc3ccco3)c(C)o2)cc1OC (stereo not drawn) | 7 | 4 | -1.6 | 0.3 | 3 | 1541 | -3 | · | 0 | -28 | 5 |
| CC(=O)c1sc2ccccc2c1OC(=O)c1ccco1 | 13 | 14 | -0.6 | 4.2 | 1 | 1684 | 10 | 0.11 | -7 | -25 | 18 |
| COc1ccc(C2(CNC(=O)c3ccco3)CCOCC2)cc1 | 1 | -1 | -3.4 | 1.1 | 1 | 1522 | 9 | · | -7 | · | 7 |
| O=C(NC(=S)Nc1ccccc1O)c1ccc(-c2ccc(Cl)cc2)o1 | 8 | 48 | -2.2 | 7.1 | 2 | 1561 | 3 | · | -11 | · | 13 |
| Oc1ccccc1/C=N/c1c(-c2ccco2)nc2ccccn12 | 5 | 3 | 2.0 | 2.7 | 0 | 1550 | 13 | · | 0 | -21 | 15 |
| COC(=O)C1=C(CSCc2ccco2)NC(=O)NC1c1cc(C)ccc1C (stereo not drawn) | 0 | 0 | -0.3 | 1.3 | 1 | 1612 | 1 | · | 12 | -19 | 3 |
| Cc1cc(SCC(=O)N/N=C/c2ccco2)nc2ccccc12 | -4 | 9 | 6.2 | 0.3 | -4 | 1553 | -9 | 0.36 | 3 | -9 | -5 |
| Cc1ccc(C2CC(c3ccco3)n3ncnc3N2)cc1 (stereo not drawn) | 6 | -3 | -0.8 | 0.7 | 2 | 1501 | -3 | · | -1 | · | 6 |
